# MLLE-PAM2 inh: blocks PAM2 peptide binding to the PABP1 MLLE domain; GST-MLLE / FITC-PAM2 fluorescence polarization; hit rate 0.36% among 360,000; inhibition, % at 20 µM; P11940; in the data active = inhibition above about 35%, passing the limit was not always enough;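 note: plate controls were DMSO wells with GST-MLLE for no effect and wells lacking GST-MLLE protein for full effect; some results filed as inactive read as strong as hits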
# CSN deneddyl inh: blocks human CSN-mediated cullin deneddylation | hit rate 0.38% among 360,000 | AID 651999 | Purified CSN, SCF-Nedd8-OG deneddylation, fluorescence polarization | Q92905 | inhibition, % at 12.5 µM;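 active = pattern-corrected inhibition above about 35%, with an unprinted fluorescence ratio check between 0.5 and 1.5, limit read from the data, passing the limit was not always enough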;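 note: 0% = enzyme with substrate and 100% = substrate without enzyme; some results filed as inactive read as strong as hits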
#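 Test system: Human Csn5 produced in HEK293T cells | Compound: 12.5 µM single point | Times: 90 min, room temperature | Signal: Fluorescence polarization readout | Read-out basis: % inhibition of substrate cleavage by Csn5 | Controls: no-enzyme wells high, enzyme-with-substrate wells low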
# Neddylation inh: blocks human cullin neddylation; calls only at 25 µM; P61081+Q13564; hit rate 0.58% among 360,000; TR-FRET cullin neddylation, biochemical; AID 651699; in the data active = inhibition above about 36%
# MT1-MMP act inh: MT1-MMP (human) activation inhibition; P50281; HT1080 RFP-PRO-GFP cells, GFP/RFP ratio fluorescence, overnight; percent of plate control window, DMSO zero; GFP/RFP ratio change, % at 20 µM; hit rate 0.061% among 360,000;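 active = GFP/RFP ratio change of at least 30% with cell ATP level not reduced by more than half and red fluorescence within 50% of control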; note: strong numbers were not always called active
#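 Assay system: HT1080 cells carrying an RFP-PRO-GFP reporter | Dosing: Single dose of 20 µM compound, 1% DMSO final | Incubation: Cells overnight before dosing, compound overnight, 37 °C, 5% CO2 | Evaluation: GFP/RFP fluorescence ratio | Control set: DMSO and RFP-L50D-GFP cell wells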
# SKN-1 block: C. elegans SKN-1 inhibition; AID 624304; inhibition, % at 21.8 µM; hit rate 0.49% among 360,000; C. elegans VP596 Pgst-4::GFP/RFP ratio, acrylamide-induced, 24 h;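 active = interference check ratio from 0.5 to 1.5 plus GFP to RFP signal ratio inhibition reaching or exceeding a fixed threshold, cut at about 30% in these data, passing the limit was not always enough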; note: some compounds called inactive have numbers as strong as hits
# Rin1 Abl inh: human Rin1-Abl interaction inhibition. TR-FRET Rin1/Abl binding, biochemical. hit rate 0.4% among 360,000. inhibition, % at 7.35 µM. AID 588664; in the data active = inhibition above about 5%, passing the limit was not always enough
# Target sequence (P00519 whole entry, looked up): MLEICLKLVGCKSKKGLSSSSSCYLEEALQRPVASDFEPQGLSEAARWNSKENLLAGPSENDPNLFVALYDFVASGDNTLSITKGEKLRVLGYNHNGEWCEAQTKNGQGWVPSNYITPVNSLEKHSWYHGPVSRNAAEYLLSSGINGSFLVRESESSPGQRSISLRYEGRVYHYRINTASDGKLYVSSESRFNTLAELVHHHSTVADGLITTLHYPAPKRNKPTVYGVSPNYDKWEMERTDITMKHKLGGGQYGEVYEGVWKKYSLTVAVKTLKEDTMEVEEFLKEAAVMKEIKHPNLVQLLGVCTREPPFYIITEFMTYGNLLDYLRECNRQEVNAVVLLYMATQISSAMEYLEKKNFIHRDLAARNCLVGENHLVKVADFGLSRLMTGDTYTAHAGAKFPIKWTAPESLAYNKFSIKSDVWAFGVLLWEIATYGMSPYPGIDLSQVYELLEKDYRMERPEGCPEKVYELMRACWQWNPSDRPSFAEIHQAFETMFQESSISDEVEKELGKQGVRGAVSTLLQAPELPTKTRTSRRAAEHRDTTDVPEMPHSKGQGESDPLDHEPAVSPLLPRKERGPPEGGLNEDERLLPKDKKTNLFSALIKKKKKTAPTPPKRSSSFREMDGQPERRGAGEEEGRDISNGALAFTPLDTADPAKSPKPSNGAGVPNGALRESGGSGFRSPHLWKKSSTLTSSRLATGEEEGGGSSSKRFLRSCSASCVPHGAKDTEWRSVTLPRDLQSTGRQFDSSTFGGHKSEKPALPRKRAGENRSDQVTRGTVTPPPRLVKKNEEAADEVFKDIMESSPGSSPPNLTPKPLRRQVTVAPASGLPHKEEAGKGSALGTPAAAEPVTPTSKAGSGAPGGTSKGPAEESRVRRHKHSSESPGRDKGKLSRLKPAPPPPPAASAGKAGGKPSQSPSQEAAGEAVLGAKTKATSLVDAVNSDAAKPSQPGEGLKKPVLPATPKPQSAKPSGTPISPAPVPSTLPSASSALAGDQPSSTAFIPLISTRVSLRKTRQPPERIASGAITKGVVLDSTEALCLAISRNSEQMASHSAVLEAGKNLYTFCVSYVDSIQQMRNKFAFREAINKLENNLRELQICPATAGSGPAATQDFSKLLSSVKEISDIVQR
# Target sequence (Q13671 whole entry, looked up): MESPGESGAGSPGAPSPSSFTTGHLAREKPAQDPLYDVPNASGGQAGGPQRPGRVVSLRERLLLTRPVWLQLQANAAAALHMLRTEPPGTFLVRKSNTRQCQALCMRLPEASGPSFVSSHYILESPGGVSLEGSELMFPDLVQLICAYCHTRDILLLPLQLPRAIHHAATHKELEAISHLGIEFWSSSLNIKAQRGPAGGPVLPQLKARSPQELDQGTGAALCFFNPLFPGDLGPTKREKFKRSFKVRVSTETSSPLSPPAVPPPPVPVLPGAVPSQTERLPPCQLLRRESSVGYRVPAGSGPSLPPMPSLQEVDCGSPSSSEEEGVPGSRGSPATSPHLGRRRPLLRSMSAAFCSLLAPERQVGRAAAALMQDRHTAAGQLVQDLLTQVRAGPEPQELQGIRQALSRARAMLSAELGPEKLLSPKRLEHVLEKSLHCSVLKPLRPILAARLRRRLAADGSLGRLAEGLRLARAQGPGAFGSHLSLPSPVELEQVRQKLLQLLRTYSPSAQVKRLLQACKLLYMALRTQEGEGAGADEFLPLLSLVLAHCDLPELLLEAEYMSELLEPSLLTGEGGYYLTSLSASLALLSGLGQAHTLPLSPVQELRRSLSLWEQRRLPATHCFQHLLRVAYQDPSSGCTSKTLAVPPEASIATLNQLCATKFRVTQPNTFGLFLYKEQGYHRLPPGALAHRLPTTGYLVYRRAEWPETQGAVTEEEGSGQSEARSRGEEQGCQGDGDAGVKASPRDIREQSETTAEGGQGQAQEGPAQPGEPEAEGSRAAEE
# Rpn11 inh: blocks the human proteasome subunit Rpn11; O00487; human 26S proteasome, Ub4-pepOG fluorescence polarization; 20S core pre-blocked with epoxomicin; calls only at 20 µM; hit rate 0.59% among 360,000; AID 588493;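 active = inhibition at 20 µM, scaled to each plate's controls, above about 33%, limit read from the data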
# NadD block: inhibitors of Staphylococcus aureus NadD. inhibition, % at 20 µM. hit rate 0.78% among 360,000. purified NadD enzyme, colorimetric absorbance read-out; in the data active = inhibition above about 26%; note: some compounds past the cut are filed as inactive
# FAS TE block: inhibitors of human fatty acid synthase thioesterase domain; P49327; recombinant FAS-TE, OMFH fluorogenic substrate, fluorescence endpoint; inhibition, % at 15 µM; hit rate 0.67% among 360,000; AID 602261;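 active = compounds whose normalised, plate-corrected inhibition of enzyme fluorescence in the single-dose primary screen is 50% or more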;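 note: 0% = DMSO with enzyme and 100% = substrate without enzyme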
# Active calls of the source: *; i = inactive; . = not tested or not shown.
# Sample of the layout:
mol	Rpn11 inh	Neddylation inh	SKN-1 block	MT1-MMP act inh	FAS TE block	CSN deneddyl inh	MLLE-PAM2 inh	NadD block	Rin1 Abl inh
Cc1cccc2c1NC1(CCCC1)CC2C (stereo unspecified)	i	i	6.1	30.4*	6.6	0.8	-0.1	11.3	3.8
CCCCOC(=O)c1nnc(-c2ccccc2)o1	i	i	0.7	1.6	-3.9	2.9	-0.9	-2.9	1.0
COc1ccccc1/C=C/c1nc(S(=O)(=O)c2ccccc2)c(N(C)C)o1	i	.	6.5	-1.2	17.1	-4.0	17.3	-0.5	-4.0
Cc1cccc(C(=O)OC(C)CN2CCN(C)CC2)c1 (stereo unspecified)	i	i	-2.6	1.4	-7.7	-4.8	-10.2	-6.9	-0.4
COc1ccc(C(=O)Nn2c(C3CCC3)nc3ccccc3c2=O)c(OC)c1	i	i	-9.7	4.4	4.3	1.7	-1.5	-2.5	-1.6
CCCNC(=O)C(Cc1ccccc1F)NC(=O)c1ccc(C#N)cc1 (stereo unspecified)	i	i	8.4	-0.2	-1.0	0.0	1.5	-10.1	3.7
COCCCN1C(=O)c2[nH]nc(-c3ccccc3O)c2C1c1cccc(Cl)c1 (stereo unspecified)	i	i	-16.6	-15.5	-70.1	4.4	-6.0	-2.7	2.1
NC(=O)c1ncn([C@@H]2O[C@H](CNCc3ccccc3C#Cc3ccccc3)[C@@H](O)[C@H]2O)n1	i	i	10.9	0.3	-12.5	4.9	-2.2	2.5	2.3
Cc1cc(O)c(C(C)C)cc1N=C1CSC(=O)N1	i	i	-3.5	-5.3	-4.1	2.6	31.7	5.2	1.4
Cc1ccsc1C(=O)OCC(=O)Nc1c(Cl)cccc1C(F)(F)F	i	i	1.6	-0.8	-8.7	-3.8	1.7	0.0	-4.2
CC1(C(=O)O)CCC(C(=O)NC2CCCCC2)C1(C)C (stereo unspecified)	i	i	8.6	7.5	-7.1	-8.5	10.9	-0.4	-1.3
O=C(NC(=S)Nc1ccc2[nH]ncc2c1)c1ccccc1	i	i	-1.7	0.3	-25.3	2.9	19.3	4.4	-2.0

# The list itself, previewed entries included:
mol	Rpn11 inh	Neddylation inh	SKN-1 block	MT1-MMP act inh	FAS TE block	CSN deneddyl inh	MLLE-PAM2 inh	NadD block	Rin1 Abl inh
Cc1cccc2c1NC1(CCCC1)CC2C (stereo unspecified)	i	i	6.1	30.4*	6.6	0.8	-0.1	11.3	3.8
CCCCOC(=O)c1nnc(-c2ccccc2)o1	i	i	0.7	1.6	-3.9	2.9	-0.9	-2.9	1.0
COc1ccccc1/C=C/c1nc(S(=O)(=O)c2ccccc2)c(N(C)C)o1	i	.	6.5	-1.2	17.1	-4.0	17.3	-0.5	-4.0
Cc1cccc(C(=O)OC(C)CN2CCN(C)CC2)c1 (stereo unspecified)	i	i	-2.6	1.4	-7.7	-4.8	-10.2	-6.9	-0.4
COc1ccc(C(=O)Nn2c(C3CCC3)nc3ccccc3c2=O)c(OC)c1	i	i	-9.7	4.4	4.3	1.7	-1.5	-2.5	-1.6
CCCNC(=O)C(Cc1ccccc1F)NC(=O)c1ccc(C#N)cc1 (stereo unspecified)	i	i	8.4	-0.2	-1.0	0.0	1.5	-10.1	3.7
COCCCN1C(=O)c2[nH]nc(-c3ccccc3O)c2C1c1cccc(Cl)c1 (stereo unspecified)	i	i	-16.6	-15.5	-70.1	4.4	-6.0	-2.7	2.1
NC(=O)c1ncn([C@@H]2O[C@H](CNCc3ccccc3C#Cc3ccccc3)[C@@H](O)[C@H]2O)n1	i	i	10.9	0.3	-12.5	4.9	-2.2	2.5	2.3

# The listing continues.
mol	Rpn11 inh	Neddylation inh	SKN-1 block	MT1-MMP act inh	FAS TE block	CSN deneddyl inh	MLLE-PAM2 inh	NadD block	Rin1 Abl inh
Cc1cc(O)c(C(C)C)cc1N=C1CSC(=O)N1	i	i	-3.5	-5.3	-4.1	2.6	31.7	5.2	1.4
Cc1ccsc1C(=O)OCC(=O)Nc1c(Cl)cccc1C(F)(F)F	i	i	1.6	-0.8	-8.7	-3.8	1.7	0.0	-4.2
CC1(C(=O)O)CCC(C(=O)NC2CCCCC2)C1(C)C (stereo unspecified)	i	i	8.6	7.5	-7.1	-8.5	10.9	-0.4	-1.3
O=C(NC(=S)Nc1ccc2[nH]ncc2c1)c1ccccc1	i	i	-1.7	0.3	-25.3	2.9	19.3	4.4	-2.0
Cc1nn(C)c(C)c1S(=O)(=O)N1CCC(C(=O)NCC2COc3ccccc3O2)CC1 (stereo unspecified)	i	i	3.8	0.8	-4.9	-4.5	-3.9	2.0	-0.2
Cc1cc(C)c2cc(CN(CC3CCCO3)S(=O)(=O)c3ccc4c(c3)OCCO4)c(=O)[nH]c2c1 (stereo unspecified)	i	i	17.9	1.1	11.6	1.9	9.6	1.2	0.5
Cc1cc(C)n2nc(SCC(=O)N3CCCC(C)C3)nc2n1 (stereo unspecified)	i	i	13.8	-1.9	-4.1	3.6	11.7	-1.2	0.0
Cc1nn(-c2ccccc2)c(C)c1C(=O)OCC(=O)Nc1ccc2c(c1)OCO2	i	i	-15.3	1.3	4.0	0.0	-43.4	4.0	-3.0

# (further entries)
mol	Rpn11 inh	Neddylation inh	SKN-1 block	MT1-MMP act inh	FAS TE block	CSN deneddyl inh	MLLE-PAM2 inh	NadD block	Rin1 Abl inh
O=C(Nc1ccccc1)N1CCCC(CNS(=O)(=O)Cc2ccccc2)C1 (stereo unspecified)	i	i	6.8	1.1	-2.7	2.1	11.0	-0.5	0.4
O=C1CC(c2cc([N+](=O)[O-])ccc2Cl)c2c(ccc3ccccc23)N1 (stereo unspecified)	i	i	-0.6	-11.5	2.2	3.1	-4.0	2.0	-0.3
CC(=O)CSc1nc2c(c(=O)[nH]c(=O)n2C)n1Cc1cccc(Br)c1	i	i	7.6	-5.4	3.1	3.6	-53.8	-5.9	1.8
CC(C)C(=O)N1CCC(c2nc(-c3ccc(S(=O)(=O)N4CCN(C)CC4)cc3)no2)CC1	i	i	-0.9	0.7	-5.0	-5.1	2.5	-0.2	-1.4
CCCCC[C@H](C)N1C[C@@H](COCc2ccccc2)Oc2cc(N3CCC[C@@H]3CO)ccc2S1(=O)=O	.	i	-4.2	3.2	-5.1	-1.6	.	1.7	.
COCOCCn1cc(CN2CCS(=O)(=O)N(Cc3ccc(-c4ccc(C)cc4)cc3)C(C(C)C)C2=O)nn1 (stereo unspecified)	i	i	-2.8	-2.1	7.8	2.0	-4.4	4.4	-4.8
COCCn1c(SCC(=O)c2cc(C)n(C)c2C)nc2ccccc2c1=O	i	i	-4.1	-0.9	0.8	1.9	9.2	-6.5	-0.6
COC(=O)C1=C(C(=O)OC)C2(OC1c1cccc(F)c1)C(=O)c1ccccc1C2=O (stereo unspecified)	i	i	-0.9	4.8	0.7	5.9	4.2	-4.4	4.7

# (next part)
mol	Rpn11 inh	Neddylation inh	SKN-1 block	MT1-MMP act inh	FAS TE block	CSN deneddyl inh	MLLE-PAM2 inh	NadD block	Rin1 Abl inh
CCCCn1c(SCC(=O)NC2CCS(=O)(=O)C2)nnc1-c1ccc(OC)cc1 (stereo unspecified)	i	i	-0.9	2.1	-5.6	-2.6	-3.1	-3.2	-0.6
O=C(Cc1ccc(NC(=O)C2CCCN(C(=O)C3CCCCC3)C2)cc1)Nc1cccc(C(=O)N2CCCC2)c1 (stereo unspecified)	i	i	-0.3	-2.0	-8.2	0.5	0.1	4.8	-1.0
Nn1c(Cc2ccc(F)cc2)n[nH]c1=S	i	i	3.3	-0.9	-7.4	-5.2	-20.9	3.3	-2.4
COc1cc(Cl)c(CC(=O)c2c[nH]c3ccccc23)cc1OC	i	i	17.1	-5.8	-3.1	-4.1	-8.7	-8.2	1.5
COCCNC(=O)C1CCCN(C(=O)c2ccc(F)c(C)c2)CC1 (stereo unspecified)	i	i	-7.1	-0.6	-7.4	-0.8	-14.6	3.2	3.9
Cc1cc(NC(=O)COc2ccc(C)c(C)c2)no1	i	i	-11.4	3.3	-2.6	4.1	-2.3	-5.2	3.2
C=C(C)c1cccc(C(C)(C)NC(=O)NCCN(CC)CC)c1	i	i	-10.6	3.2	-1.8	9.1	-11.4	-6.0	2.9
CCS(=O)(=O)N1Cc2ccccc2CC1C(=O)Nc1ccc(OC)cc1 (stereo unspecified)	i	i	5.2	0.6	-2.0	6.5	-18.6	3.0	3.5

# Other structures follow.
mol	Rpn11 inh	Neddylation inh	SKN-1 block	MT1-MMP act inh	FAS TE block	CSN deneddyl inh	MLLE-PAM2 inh	NadD block	Rin1 Abl inh
Cc1ccc(S(=O)(=O)Nc2cc3c4c(c2)CC(=O)N4CCC3)cc1	i	i	24.6	-3.8	-5.2	1.7	16.9	3.2	-0.2
CN(C)C(CNC(=O)C1CCN(S(=O)(=O)c2ccccc2)CC1)c1ccccc1 (stereo unspecified)	i	i	2.6	0.3	-3.6	0.8	-19.2	-7.1	0.9
COc1cccc(CN2CCNC(=O)C2CC(=O)N(C)Cc2nc(C)cs2)c1OC (stereo unspecified)	i	i	11.3	-0.6	-8.4	-3.4	30.4	1.1	4.5
CN(CC(=O)Nc1cc(S(=O)(=O)N2CCCC2)ccc1Cl)Cc1cccs1	i	i	-7.4	.	9.7	-1.9	-4.3	-4.8	3.6
COc1ccc(-c2noc(CN(C(=O)C(C)(C)C)C(C)C)n2)cc1	i	i	-22.7	0.9	-7.0	5.4	-8.5	-6.8	1.4
Cc1cc(C)c2nc(N3CCN(C(=O)c4ccco4)CC3)sc2c1	i	i	10.4	1.8	5.0	0.5	-4.8	-1.5	0.1
COC(=O)CCC(=O)N1CN2CN(C(=O)CCC(=O)OC)CC([N+](=O)[O-])(C2)C1	i	i	17.4	7.4	-3.9	3.9	-7.8	-0.5	1.0
OCCN(Cc1ccccc1)Cc1cccc(F)c1	i	i	0.7	-5.9	-2.9	-3.4	-4.0	-4.9	1.8

# Carrying on:
mol	Rpn11 inh	Neddylation inh	SKN-1 block	MT1-MMP act inh	FAS TE block	CSN deneddyl inh	MLLE-PAM2 inh	NadD block	Rin1 Abl inh
CC1=C(C(=O)NC2CCCc3c2cnn3-c2ccc(F)cc2F)OCCO1 (stereo unspecified)	i	i	-12.2	7.2	-3.8	-2.6	1.8	-5.6	0.5
CCCCP(=O)(CCCC)Cc1ccccc1O	i	i	-15.3	3.1	-6.6	1.9	1.6	0.3	0.5
CO/N=C/C(c1ncc(C(F)(F)F)cc1Cl)S(=O)(=O)c1ccccc1 (stereo unspecified)	i	i	-8.1	-1.5	0.5	0.6	-1.1	0.4	0.1
O=c1cnn(-c2ccc(Cl)cc2Cl)c(-c2ccccc2)c1	i	i	2.2	-2.1	12.8	0.9	-3.0	-10.6	-0.2
CCOc1cc(C(=O)N(C)CC(=O)Nc2cccc(F)c2)ccc1OCC(=O)N1CCOCC1	i	i	-12.3	0.6	-4.7	-3.9	-14.6	3.0	4.2
O=C(CNCc1ccccc1)Nc1cccc(Cl)c1Cl	i	i	-4.9	7.3	9.2	-1.6	1.5	-8.2	4.1
CCCCCN(C(=O)NC(=O)NC(C)CC)S(C)(=O)=O (stereo unspecified)	i	i	7.9	2.9	-5.5	-0.9	3.7	0.3	4.3
OC1CCN(C(c2ccc3ncccc3c2)c2nnnn2C2CCCCC2)CC1 (stereo unspecified)	i	i	8.6	-6.1	-6.3	-0.8	6.1	4.6	2.0
COc1ccc(NS(=O)(=O)c2cccs2)cc1S(=O)(=O)N1CCCCC1	i	i	-9.5	5.7	-2.1	-4.8	-9.5	-4.3	-4.5
CCCCCCCNC(=O)C1(CC2CC(c3ccc(Cl)cc3)=NO2)CCNCC1 (stereo unspecified)	i	i	-29.1	.	18.2	-1.5	-9.9	6.7	5.4

# Compound activity: PubChem BioAssay, several laboratories
